Source: PubChem (several laboratories)
EP2 modulator – EP2 receptor modulators, cAMP readout, primary screen, cell-based, HTRF cAMP, PGE2 stimulation. Prostaglandin E2 receptor EP2 subtype (Homo sapiens), P43116. 260,000 compounds, 0.83% hits. induction, % at 25 µM. EP2-expressing cells, cAMP HTRF FRET, PGE2 co-stimulation;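 active = compounds whose cAMP rise, as percent of the full-agonist control response, exceeds 60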;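 note: rat C6 glioma line stably carrying human EP2 under a CMV promoter; the protocol text gives 20 µM as final concentration; 100% = response of wells given 1 µM PGE2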
NPY-Y1 antag – NPY-Y1 receptor antagonists, primary screen, cell-based | HEK293-CNG Y1 cells, membrane potential fluorescence; NPY at EC95, then isoproterenol | AID 1040, 2008 | inhibition, % at 3.6 µM | Neuropeptide Y receptor type 1 (Homo sapiens), P25929 | 200,000 compounds, 1% hits;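 active = inhibition above the campaign mean inhibition of all tested compounds plus 3 SD, cut at about 20% in these data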;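 note: 0% = DMSO wells given NPY plus isoproterenol and 100% = isoproterenol alone without NPY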
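Material: HEK293 Y1/CNG channel cell line | Also added: NPY (25 nM), isoproterenol (1 µM), Ro 20-1724 (25 µM) | Compound: One concentration, 3.6 µM, in 0.4% DMSO | Schedule: 3 h dye uptake, 1 h room-temperature compound, 45 min post-isoproterenol | Signal: Membrane-potential fluorescent dye readout | Read-out: % inhibition of NPY effect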
S1P4 agonist – S1P4 receptor agonists, primary screen, cell-based. S1P4-expressing cell line, agonist reporter assay. AID 1509, 2009. 220,000 compounds, 0.35% hits. activation, % at 4.98 µM; in the data active = activation above about 11%;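 note: 0% = DMSO vehicle and 100% = reference agonist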
Target sequence (O95977 whole entry, looked up): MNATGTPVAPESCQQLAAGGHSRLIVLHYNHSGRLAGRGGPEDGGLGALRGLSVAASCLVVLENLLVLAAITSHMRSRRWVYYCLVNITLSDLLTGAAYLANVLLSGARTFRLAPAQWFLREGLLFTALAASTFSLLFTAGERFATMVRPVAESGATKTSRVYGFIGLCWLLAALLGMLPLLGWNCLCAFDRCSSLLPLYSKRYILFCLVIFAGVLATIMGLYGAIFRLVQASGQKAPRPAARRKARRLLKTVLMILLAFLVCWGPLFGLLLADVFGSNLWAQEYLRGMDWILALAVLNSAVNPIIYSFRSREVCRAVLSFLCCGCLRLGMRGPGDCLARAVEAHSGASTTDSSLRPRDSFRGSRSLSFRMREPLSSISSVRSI
zfTRPN1 agonist – zebrafish TRPN1 channel agonists, primary screen, cell-based, HEK293, calcium fluorescence; transient receptor potential cation channel N1 (TRPN1/NompC), Danio rerio; HEK293 zebrafish TRPN1-YFP, Fluo-8 calcium fluorescence; 100% = response to 87 µM carbachol; activation, % at 3 µM; 220,000 compounds, 0.18% hits; AID 1424, 2008;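 active = activation above its plate's cutoff, the mean activation of test wells on that plate plus 3 SD, cut at about 19% in these data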;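 note: 0% = DMSO alone and 100% = 87 µM carbachol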
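Assay system: Zebrafish TRPN1-YFP in HEK293 cells | Incubation: Dye loading 1 h at 37 °C, then 30 min room temperature | Measured by: Kinetic Fluo-8 fluorescence, ex 470-495, em 515-575 nm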
CHOP inhibitor – inhibitors of CHOP promoter induction, primary screen, cell-based, unfolded protein response, luciferase reporter; CHO-K1 CHOP-promoter luciferase, tunicamycin-induced, 15-18 h; inhibition, % at 10 µM; 220,000 compounds, 3.8% hits;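 active = compounds that reduced the stress-induced luciferase reporter signal by more than about 70% of percent inhibition, limit read from the data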;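 note: 0% = tunicamycin plus vehicle and 100% = wells without tunicamycin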
TRPML3 agonist – human TRPML3 channel agonists, primary screen, cell-based, HEK293 TRPML3-YFP, Fluo-8 calcium fluorescence, 3 µM. Mucolipin-3 (Homo sapiens), Q8TDD5. 100% = the carbachol control signal. activation, % at 3 µM. 220,000 compounds, 0.29% hits. AID 1448, 2008;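 active = activation above its plate's cutoff, the mean activation of the plate's test wells plus 3 SD, cut at about 12% in these data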;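 note: 0% = DMSO only wells and 100% = carbachol wells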
Target sequence (Q8TDD5 whole entry, looked up): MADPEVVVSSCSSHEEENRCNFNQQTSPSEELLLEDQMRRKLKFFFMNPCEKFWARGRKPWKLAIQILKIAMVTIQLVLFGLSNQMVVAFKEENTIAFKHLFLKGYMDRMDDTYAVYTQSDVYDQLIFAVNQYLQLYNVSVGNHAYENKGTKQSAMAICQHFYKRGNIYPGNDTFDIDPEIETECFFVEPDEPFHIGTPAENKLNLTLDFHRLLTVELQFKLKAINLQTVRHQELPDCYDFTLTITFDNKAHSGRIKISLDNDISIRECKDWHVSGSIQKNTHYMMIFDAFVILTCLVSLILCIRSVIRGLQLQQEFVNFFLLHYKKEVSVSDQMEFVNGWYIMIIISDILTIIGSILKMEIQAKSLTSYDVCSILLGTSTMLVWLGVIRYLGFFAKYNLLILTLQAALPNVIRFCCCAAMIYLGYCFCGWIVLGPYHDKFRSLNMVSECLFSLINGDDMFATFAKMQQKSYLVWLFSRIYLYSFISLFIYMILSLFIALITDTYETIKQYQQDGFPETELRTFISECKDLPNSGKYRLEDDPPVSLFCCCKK
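Material: HEK293 cells stably carrying human TRPML3-YFP; compound dosing: single dose, 3 µM final nominal compound, 0.3% DMSO final; incubation: 1-h 37 °C dye load, 5-s basal, 120-s post-compound reads; technique: Fluo-8 intracellular calcium fluorescence, excitation 470-495 nm, emission 515-575 nm; read-out basis: percent activation from peak-to-basal fluorescence ratio, scaled between DMSO and carbachol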
NPY2 pot ag – NPY-Y2 potentiators or agonists, primary screen, cell-based; activation, % at 3.6 µM; AID 1359, 2008; cells expressing NPY-Y2, potentiator/agonist read-out; Neuropeptide Y receptor type 2 (Homo sapiens), P49146; 220,000 compounds, 0.45% hits; in the data active = activation above about 27%;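 note: cells stimulated with NPY near EC25 plus isoproterenol at EC100; 0% = vehicle plus submaximal agonist and 100% = vehicle plus saturating agonist; some results beyond the cut were filed as inactive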
S1P4 antagonist – S1P4 receptor antagonists, primary screen, cell-based; inhibition, % at 4.98 µM; S1P4-expressing cells, antagonist mode, reporter read-out; AID 1510, 2009; Sphingosine 1-phosphate receptor 4 (Homo sapiens), O95977; 220,000 compounds, 0.26% hits; in the data active = inhibition above about 29%;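 note: 0% = wells stimulated with agonist and 100% = vehicle wells without agonist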
NPY-Y1 PAM-ag – NPY-Y1 receptor potentiators or agonists, primary screen, cell-based; 220,000 compounds, 0.37% hits; Neuropeptide Y receptor type 1 (Homo sapiens), P25929; activation, % at 3.6 µM; NPY-Y1 expressing cells, potentiator/agonist activation; in the data active = activation above about 33%, passing the limit was not always enough;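 note: cells stimulated with NPY at EC10 then isoproterenol at EC100; 0% = low agonist plus stimulus and 100% = saturating agonist plus stimulus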
* marks the source's active call; other numbers are inactive results; x = not tested or not shown; & = joins results of further samples; ! = a repeat was not active. An unsorted share of the library, and some 6.5% of all compounds hit somewhere here.

Molecule,EP2 modulator,NPY-Y1 antag,S1P4 agonist,zfTRPN1 agonist,CHOP inhibitor,TRPML3 agonist,NPY2 pot ag,S1P4 antagonist,NPY-Y1 PAM-ag
COc1cccc(/C=C2\SC(=S)N(CC3CCCO3)C2=O)c1 (configuration not stated),-5.9,-1.6,0.9,-0.7,8.6,0.3,3.4,-11.6,13.0
COc1cccc(C(c2nnnn2C(C)(C)C)N2CCN(C3CCCCC3)CC2)c1OC (configuration not stated),-1.0,3.7,1.6,0.0,-10.0,0.1,-11.3,2.4,-1.1
COCCCNC(=O)CN(Cc1ccc(Cl)cc1)S(C)(=O)=O,-12.4,3.0,0.5,-0.2,-26.3,0.6,13.0,-3.6,3.8
COc1cc(S(=O)(=O)NC2CCCC2)ccc1Cl,3.6,5.1,2.4,-2.4,39.2,0.6,4.2,5.1,-10.4
Cc1ccc(N(CC(=O)Nc2cc(C)cc(C)c2)S(=O)(=O)c2cccc3nonc23)cc1,20.5,-8.6,-2.8,0.1,51.2,0.1,18.6,-4.6,19.6
CC(C)CNC(=O)COC(=O)CCC(=O)c1ccc(F)cc1,8.9,3.1,0.3,-0.8,-0.8,0.3,3.1,-6.4,14.8
O=C(NN=C1C2CC3CC(C2)CC1C3)c1cccs1,5.1,9.9,3.0,0.4,-6.7,0.7,-7.5,-4.8,-7.0
Cc1[nH]c2ccccc2c1/C=N/NC(=O)c1cc(C(C)C)[nH]n1,-80.8,x,0.6,1.4,-1.1,0.3,-1.5,-10.8,12.9
Cc1ccc(Nc2c(-c3ccccc3O)nc3cnccn23)cc1,-63.8,13.7,-2.5,-2.0,49.4,0.3,10.7,16.8,9.3
CCc1ccc(/C=C2/C(=O)N(c3ccccc3)C(=S)N2CC(=O)OC)s1,20.9,10.3,0.3,-0.7,43.7,0.5,5.5,-8.7,6.0
CCN(C(=O)CC(C)C)c1nnc(Cn2nnc3ccccc32)s1,-47.6,-4.5,-1.5,5.5,13.3,3.3,-4.2,-14.7,-4.6
Cc1ccc(Nc2nc(N/N=C/c3c[nH]c4ccccc34)nc(N3CCOCC3)n2)cc1,1.4,-6.0,-1.1,-2.3,95.0*,-0.9,27.2*,5.0,30.6
OC1CCN(c2ncnc3nc[nH]c23)CC1,9.0,-2.7,0.5,1.0,33.2,1.4,-20.1,-8.1,-3.8
O=C(CN1CCN(c2ccccc2F)CC1)Nc1ccc2c(c1)CCC2,-91.3,-3.2,-0.4,1.3,47.5,1.3,0.4,-7.8,-25.1
COc1ccccc1N1CCN(C(=O)C2CCN(S(=O)(=O)N3CCOCC3)CC2)CC1,-4.2,2.0,0.6,1.2,3.1,0.1,-1.1,-55.2,-0.3
COc1ccc(OCC(O)CNS(=O)(=O)c2ccc(C)cc2)cc1 (configuration not stated),1.4,x,0.4,-0.8,25.5,-0.1,10.9,0.0,-5.5
O=C(NCc1cccs1)C(=O)NCC(c1ccco1)N1CCN(c2ccccc2)CC1 (configuration not stated),1.2,0.6,0.1,0.2,17.5,0.8,-2.8,6.0,-4.8
CN1C(=O)/C(=C2/C=Cc3ccccc3N2CCCS(=O)(=O)O)SC1=S,8.0,-1.7,-0.5,0.8,53.3,0.0,5.3,-25.0,3.2
COc1ccc(-c2cc(C#N)nc(N3CCNCC3)n2)cc1,-11.5,8.0,0.4,0.0,-22.1,0.3,-2.6,-4.3,-16.6
CSc1ccc(/C=N/NC(=O)CNc2ccc3ccccc3c2)cc1,-63.6,-3.5,3.2,0.4,9.5,-0.3,-7.5,-41.2,-10.0
N#CC(C#N)=C(Nc1ccc(F)cc1)SCc1cccc(Br)c1,-36.4,20.0,-0.9,25.2*,71.5*,20.8*,6.8,7.8,-25.4
COC(=O)[C@@H]1CC[C@H](C)[C@@H](c2ccc(C)cc2)N1C(=O)c1ccc(/C=N/OCC[C@@H]2C=C[C@H](OC(C)=O)[C@@H](COC(C)=O)O2)cc1,11.6,4.1,-0.2,-1.2,6.0,-0.1,3.3,12.7,0.5
CC(CCc1ccccc1)NC(=O)C1CCN(S(=O)(=O)c2cnc[nH]2)CC1 (configuration not stated),20.6,-1.5,-0.2,0.6,22.7,1.1,6.0,-5.8,-7.1
CCOC(=O)C1C(=O)NC(SCC(=O)OC)=C(C#N)C1c1ccccc1OCC (configuration not stated),32.1,-2.0,-0.5,-0.8,27.1,-0.8,-5.4,-7.1,-12.7
O=C(Nc1ccccc1)OCCOc1ccccc1,-28.3,2.9,2.2,-2.0,-5.4,-0.4,-12.6,-10.5,-10.6
CCCCCOc1ccc(C(=O)OCC(=O)Nc2cc(C)c(C)cc2[N+](=O)[O-])cc1,3.4,6.7,-0.4,-0.2,8.0,-0.2,10.1,-3.6,-5.8
Cc1ccc(C)c(NS(=O)(=O)c2ccc(OCC(=O)N3CCCC3)cc2)c1,13.1,6.2,-0.8,-0.8,31.2,0.9,-8.2,-4.0,14.3
Cc1ccc(-c2cn3cc(C)ccc3n2)cc1,-32.4&-9.1,9.2,1.3,-3.7,95.9*,-1.4,-27.3,-9.0,-31.7
CC(C)[C@H](NC(=O)Cc1ccccc1)C(=O)OCc1cc(=O)n2c(n1)sc1ccccc12,1.2,2.3,-1.1,6.0,37.9,0.4,3.4,-7.3,-15.0
C=C(C)C1CCC(C)=C1CC(C)(C)/C=N\n1cnnc1 (configuration not stated),16.6,-0.9,-0.9,1.8,30.4,0.7,10.0,-4.8,-12.5
C=CCNC(=O)c1ccccc1NC(=O)c1ccc(Cl)c(S(=O)(=O)Nc2ccccc2)c1,-16.0,5.7,2.0,-1.4,35.4,-1.5,5.0,-5.0,1.4
Cc1nc(SCC(=O)c2cc3ccccc3oc2=O)c(C#N)c(-c2ccccc2)c1C(=O)Nc1ccccc1,-5.2,9.3,0.5,1.6,94.7*,0.9,-0.7,-13.4,-18.7
COc1ccc(Br)cc1/C=N/NC(=O)c1ccc(OC)c(OC)c1,-75.2,4.1,-1.1,0.9,-19.2,0.8,-3.5,-7.8,19.7
Cn1ncc2c(NNC(=O)Cc3cccc4ccccc34)ncnc21,-16.7,-7.7,1.2,0.7,-0.5,0.6,-6.4,-9.2,-3.9
Cc1ccc(S(=O)(=O)N(C)C)cc1NC(=O)COC(=O)c1n[nH]c(=O)c2ccccc12,10.1,4.7,25.2*,0.1,9.5,0.2,-22.5,-9.7,-0.2
O=C(CCNS(=O)(=O)c1ccc(Br)cc1)NC1CCCCC1,-8.0,-2.0,-4.2,-0.2,-12.7,-0.7,-5.5,2.0,-1.6
CCc1c(C(=O)Nc2nnc(C3CC3)s2)csc1C,37.2,-2.1,1.0,0.0,61.3,0.7,3.5,9.8,-2.5
C/C(=N/NC(=O)Cc1cccc2ccccc12)c1cccs1,-6.2,-1.1,0.3,2.2,20.9,-0.2,-12.1,-23.6,6.9
O=C(Cn1ccc(C(F)(F)F)n1)Nc1cccc(S(=O)(=O)N2CCCCC2)c1,-21.1,-0.7,0.5,3.1,37.1,1.4,1.8,-3.7,15.2
COc1cc(S(=O)(=O)N2CCC(O)(c3cccc(C(F)(F)F)c3)CC2)ccc1-n1cnnn1,-17.4,-8.5,0.6,5.9,43.4,1.7,-3.6,-0.2,15.6
CCOC(=O)c1c(N)n(-c2ccc(N)cc2)c2nc3ccccc3nc12,16.1,2.3,-0.3,-0.1,1.9,1.8,13.5,9.6,20.9
CCOC(=O)c1c(C)[nH]c(C(=O)CN2CCOCC2)c1C,-5.3,2.5,0.6,1.3,14.2,1.1,5.7,-4.6,18.9
COc1cc(/C=N/Nc2nncn2/N=C/c2ccc(O)c(OC)c2)ccc1O,12.1,0.2,0.7,1.2,7.0,1.4,-1.0,8.9,-27.3
O=c1oc2ccccc2nc1/C=C(\O)c1ccc(Br)cc1,-24.0,x,0.8,1.8,41.1,0.4,-36.1,-1.8,-19.6
Cc1ccccc1OCCn1c(=O)sc2ccccc21,63.1*!,5.8,1.0,-2.3,11.0,-0.9,-38.4,11.4,-27.6
CCOc1cccc(C=Nc2cc(C)cc(C)c2O)c1O,40.3,-5.9,0.1,-0.4,54.2,1.2,-7.4,6.0,8.0
COc1ccc(OCCNC(=O)c2ccccc2OCC(=O)N2CCCCC2)cc1,-2.2,-4.2,-1.1,-1.0,24.0,-0.1,-13.2,-12.3,1.7
O=C(CSc1nnc(Cc2ccccc2)o1)N1CCCC1,22.9,-2.7,-1.0,0.7,23.6,1.6,-6.7,-2.1,-2.0
O=C(Oc1ccccc1-c1nnco1)c1ccccc1,10.6,-1.7,1.8,-0.1,29.4,0.5,10.8,1.3,11.5
